Assay outcomes as filed in PubChem BioAssay.
LDHA inh: blocks human lactate dehydrogenase A; purified LDHA, NADH/diaphorase-resazurin fluorescence; hits give low values; P00338; hit rate 0.15% among 480,000; AID 1347041; activity change, % (values are at about 110 or 230 µM); in the data active = activity change below about -30%;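 note: plate controls were DMSO wells for no effect and wells without enzyme for full effect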
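Enzyme activity of human lactate dehydrogenase 5 (2 nM; 0.06 mM NADH, 0.2 mM pyruvate, 5 min, RT) is measured via a resazurin/diaphorase fluorescence readout of residual NADH.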
Starred values were filed as active, the others as inactive.

structure	LDHA inh
C=C(C)COc1ccc2c(=O)c(Oc3ccc(C(=O)OC)cc3)coc2c1	-2
COc1cc(C)cc2oc(=O)c(CC(=O)NCCCO)c(C)c12	12
O=C(NCc1ccc(F)cc1)C1CCN(S(=O)(=O)/C=C/c2ccccc2)CC1	-23
CCc1c(C)sc(NC(=O)C(CC)CC)c1C#N	4
C(=Nc1ccc(Nc2ccccc2)cc1)c1ccc(OCc2ccccc2)cc1	-23
CC(C)CCN1CCN(c2nc3c(c(=O)[nH]c(=O)n3C)n2Cc2ccc(Cl)cc2)CC1	-5
COc1ccc(-c2nc3ccccc3c(C(=O)O)c2C)cc1	3
COc1ccc(OC)c(-c2cc(C(=O)O)c3cccc(C)c3n2)c1	1
Fc1ccccc1CSc1nnc(-c2ccccc2F)n1C1CC1	3
C[C@H](NC(=O)C(=O)Nc1cccc2[nH]ccc12)c1ccccc1	-1
CC(C)CCC(C)NC(=S)Nc1ccc(Cl)cc1 (centres undefined)	9
O=C(O)CNS(=O)(=O)c1ccccc1F	0
Cc1cc(C)c(C(=O)COC(=O)/C=C/c2cccs2)c(C)c1	1
N#Cc1c(SCCN2CCCC2)nc(N2CCCC2)c2c1CCCC2	7
Cc1ccc(N(C(C)C(=O)NCc2ccncc2)S(C)(=O)=O)cc1 (centres undefined)	1
CCN(C(=O)C(C)S(=O)(=O)Cc1ccc(Cl)cc1Cl)c1ccccc1 (centres undefined)	15
CCc1cccc(C)c1NC(=O)CCc1c(C)nc2c3ccccc3nn2c1C	2
CC(C)Sc1nc2c(c(=O)n(C)c(=O)n2C)n1Cc1ccccc1Cl	-2
Cc1noc(COc2ccc3c(C)cc(=O)oc3c2)n1	0
Cn1c(=O)c2c(ncn2Cc2ccc(F)cc2Cl)n(C)c1=O	4
Cc1cc(C)cc(NS(=O)(=O)c2c(C)[nH]c(C)c2C(=O)N2CCCC2)c1	2
O=C(O)c1cc(-c2ccccc2)nc2ccc(F)cc12	2
CNC(=O)c1cccc(NC(=O)CSCc2csc(-c3ccccc3)n2)c1	2
Cc1cc(C(C)(C)C)cc(C)c1S(=O)(=O)N1CCN(C(C)c2nc3ccccc3c(=O)[nH]2)CC1 (centres undefined)	0
CCCc1cc(NCc2cccnc2)n2nc(C)c(-c3ccccc3)c2n1	-18
O=C(CCc1ncc(-c2ccc(Cl)cc2)o1)NCC1CCCO1 (centres undefined)	7
CCc1ccc(OC(=O)c2cc(OC)c(OC)c(OC)c2)c(Br)c1	-1
Cc1ccsc1/C=N/N=C1c2ccccc2-c2ccccc21	8
COC(=O)[C@@H](NC(=O)Nc1cc(-c2n[nH]c(=O)c3ccccc23)ccc1C)C(C)C	5
COCc1nn2c(c1-c1ccccc1)NC(=O)CC2C(=O)Nc1ccccc1Cl (centres undefined)	13
CS(=O)(=O)NC1CCN(S(=O)(=O)c2ccsc2C(=O)O)CC1	7
O=C(CSc1nnc(-c2ccc(Cl)cc2)n1Cc1ccco1)N1CCCCC1	0
C[N+](C)(C)CCNC(=O)c1c[nH]c2ccccc12	-19
Cn1nc(C(=O)NC2CCCCCCC2)c(Cl)c1C(F)(F)F	-9
O=C(Cn1nc(-c2ccc(Cl)cc2)c2ccccc2c1=O)Nc1ccc(Cl)cc1	-9
CCOC(=O)c1[nH]c2ccccc2c1NC(=O)CCN1CCCCC1	2
C=CCOC(=O)COc1ccc2c(=O)c(Oc3ccc(OC)cc3)coc2c1	8
COc1ccc(CC(=O)N2N=C(c3ccccc3)CC2(O)C(F)(F)F)cc1 (centres undefined)	-6
NC(=O)c1ccc(NC(=O)CCC2CCCC2)cc1Cl	-6
COc1cc(/C=C/c2nc(C#N)c(NCCCN(C)C)o2)cc(OC)c1OC	-5
O=C(O)c1cc(F)ccc1Cl	7
Cc1cccc(/C=C/C(=O)c2cccs2)c1	7
COc1ccc(-c2nc(NC(=O)c3cc(OC)c(OC)c(OC)c3)sc2C)cc1	-2
CC(=O)NC1=NN(C(C)=O)C2(S1)C(=O)N(CCC(C)C)c1c(C)cc(C)cc12 (centres undefined)	0
Cn1c(=O)c2c(nc(NCCc3ccccc3)n2C)n(C)c1=O	6
CC(C)(C)NC(=O)COc1ncnc2ccc(Br)cc12	-12
C=CCNC(=O)/C=C/c1ccc(OC)cc1	4
Cc1oc(-c2nc(C#N)c(NCC3CCCO3)o2)cc1S(=O)(=O)N1CCCC1 (centres undefined)	-17
COC(=O)[C@@]12C[C@@H](CC(=O)NCc3cccc4ccccc34)C(=O)N(Cc3ccccc3)C1=CCC(C)(C)C2	-2
CCCCOC(=O)c1nc2ccccc2nc1Nc1cccc(OC)c1	21

Next part:
structure	LDHA inh
CCN(C(=O)COc1ncnc2c(Cl)cc(Cl)cc12)c1ccccc1	3
CNC(=S)N/N=C/c1cccc(Cl)c1	3
Cc1nc(CN2CCN(CCOc3ccc(Cl)cc3)CC2)no1	-32*
O=C(Nc1ccc(Cl)cc1)C1C2C3CCC(C3)C12 (centres undefined)	9
O=C(Cn1c(=O)c2c(ncn2C2CCCC2)n(Cc2ccccc2)c1=O)N1CCCC1	17
Cc1ccc(SC(C)C(=O)NN=C2CCC(C(C)(C)C)CC2)cc1 (centres undefined)	0
Cc1ccccc1NC(=O)CSc1ccc2c(c1)OCCCO2	4
O=C(N/N=C/C=C/c1ccccc1)c1csc2ccccc12	7
Cc1cccc(NC(=O)c2cc3cc(C)ccc3n2C)c1	5
Cc1cccc(-n2nnnc2SCc2nc(N)c3ccccc3n2)c1	8
Cc1c(-c2ccc(Br)cc2)nc2ccccc2c1C(=O)O	-1
Cc1ccccc1C(=O)NCCc1c[nH]c2ccccc12	6
Cc1cc(C(=O)CSc2n[nH]c(C(C)C)n2)c(C)n1C	-8
CCCc1cc(C(=O)Nc2c(Cl)cccc2Cl)no1	1
Cc1cccc(NC(=O)CSc2ncc3c(n2)-c2cc(C)ccc2N(C)S3(=O)=O)c1	-1
COc1ccc(N2C(=O)CN(Cc3ccccc3OC)[C@H]3CS(=O)(=O)C[C@H]32)cc1Cl	4
O=c1cc(-c2ccc(F)cc2)oc2ccc(F)cc12	0
CCCC(=O)Nc1ccc(CNCc2ccc(F)c(Br)c2)cc1	3
CCOC(=O)C1=C(CNCc2ccc(C)cc2)NC(=O)NC1c1ccc(Cl)cc1 (centres undefined)	2
CC1=Nc2c(cnn2-c2ccc(C)c(Cl)c2)C2=NCCCN12	0

A second format for 4 compounds above:
Cc1ccccc1NC(=O)CSc1ccc2c(c1)OCCCO2
- LDHA inh: 4
CC(C)(C)NC(=O)COc1ncnc2ccc(Br)cc12
- LDHA inh: -12
O=C(O)c1cc(F)ccc1Cl
- LDHA inh: 7
Cc1cccc(NC(=O)CSc2ncc3c(n2)-c2cc(C)ccc2N(C)S3(=O)=O)c1
- LDHA inh: -1

Next part:
structure	LDHA inh
O=C(NCC[C@H]1CC[C@H](NS(=O)(=O)c2ccc(F)cc2)[C@@H](CO)O1)c1ccc2c(c1)OCO2	-5
O=S1(=O)C=CC2ON=C(c3c(Cl)cccc3Cl)C21 (centres undefined)	2
COc1ccccc1CNC(=O)COC(=O)c1cccnc1Nc1cccc(C(F)(F)F)c1	-3
COc1ccc(-c2nc(C#N)c(NCC(c3cccs3)N3CCOCC3)o2)cc1 (centres undefined)	9
CC(C)Cn1nc(C(=O)NCc2ccccc2F)c2ccccc2c1=O	8
Cc1cc(C(=O)OCC(=O)NC(=O)c2ccccc2)c2ccccc2n1	2
O=C1/C(=C\c2cccc(Cl)c2)Cc2ccccc21	8
CCOC(=O)c1c(S(=O)(=O)N2CCOCC2)nn(CC)c1C	0
O=C(NC(NC(=O)c1cccc(Cl)c1)c1ccccc1)c1cccc(Cl)c1	-18
O=C(/C=C/c1ccc(F)c(F)c1)c1cc2ccccc2o1	11

Pulled by structure from above (2):
structure	LDHA inh
COc1ccc(-c2nc(C#N)c(NCC(c3cccs3)N3CCOCC3)o2)cc1 (centres undefined)	9
O=C(NCC[C@H]1CC[C@H](NS(=O)(=O)c2ccc(F)cc2)[C@@H](CO)O1)c1ccc2c(c1)OCO2	-5

The results go on:
structure	LDHA inh
CC(=O)NNC(=O)COC(=O)c1ccccc1Sc1ccccc1C#N	5
Cc1c(C(=O)Nc2ccccc2)sc2c1C(c1ccncc1)CC(=O)N2 (centres undefined)	-5
COc1ccc2oc(C(=O)OCC(=O)C34CC5CC(CC(C5)C3)C4)c(C)c2c1	0
CC1(c2nc3ccccc3[nH]2)c2ccccc2C(=O)N1Cc1ccccc1 (centres undefined)	-2
CCC(NC(=O)/C(=C\c1ccccc1)NC(=O)c1ccc(C)cc1)C(=O)O (centres undefined)	-3
CC(C)(C)CC(=O)C(C#N)C(=O)Nc1ccccc1Cl (centres undefined)	-13
CCOC(=O)N1CCN(c2nc(C)c3c(n2)CC(c2ccc(F)cc2)CC3=O)CC1 (centres undefined)	0
Cc1cc2[nH]c(C(=O)O)cc2c2ccccc12	10
CS(=O)(=O)c1ccc(F)c(NCc2ccccc2Cl)c1	-7
Cc1sc2ncn(CC(=O)NC3CCCc4ccccc43)c(=O)c2c1-c1ccccc1 (centres undefined)	-4
Cc1nc(NC(=O)CCOc2ccc(Cl)cc2)sc1C	-3
CCN(CC)C(C)CNC(=O)NC1CC1 (centres undefined)	4
O=C1CCSc2c1cccc2C(=O)Nc1ccc(F)c(Cl)c1	0
CCCCN(CC)C(=O)CSc1nc2ccsc2c(=O)n1-c1ccccc1	4
C=CCNC(=O)NC(=O)CN(C)CC(=O)Nc1ccccc1C(F)(F)F	0
C/C=C/Cn1c(SCCCCCC)nc2c1c(=O)[nH]c(=O)n2C	2
Cc1ccc(C)c(Oc2coc3cc(OC(=O)C(C)(C)C)ccc3c2=O)c1	-5
CCN(CC)S(=O)(=O)c1ccc(C)c(NS(=O)(=O)c2cccc(C#N)c2)c1	-35*
Cc1ccc(C(=O)/C=C/c2cccc(C#N)c2)o1	12
CC(C)c1ccc2cc(C(=O)N(C)Cc3ccco3)[nH]c2c1	4
Cc1cc(C(=O)N2CCN(c3ncccn3)CC2)c2c(C)nn(C)c2n1	7
COc1ccc(CNC(=O)Nc2nnc(C3CC3)s2)cn1	-17
COc1ccc(CN(C)Cc2cc(=O)oc3ccc(C)cc23)cc1	2
O=S(=O)(c1ccc2nc(NC3CCCCC3)ccc2c1)N1CCCC1	27
Cc1ccc(OCCCN)cc1	-8
CCNC(=O)c1oc2ccccc2c1CSc1nnc(C)s1	-5
O=C(Nc1cccc(Cl)c1)C1CCCC1	-2
COc1ccc(-c2c(NC(=O)c3cc(OC)c(OC)c(OC)c3)oc3ccc(Cl)cc3c2=O)cc1	-7
Cc1noc2nc(-c3ccccc3F)cc(C(=O)NCc3ccc(N4CCOCC4)nc3)c12	12
Cc1nc(C(=O)Nc2nc(C(C)(C)C)cs2)nn1-c1ccc(Cl)cc1	10
CCOC(=O)Cn1cnc2c1c(=O)n(C)c(=O)n2C	3
O=C(C[C@@H]1CC[C@H](NC(=O)Nc2ccc(F)cc2)[C@@H](CO)O1)NCc1cccc(F)c1	-3
Cc1ccc(Cl)cc1N1CCN(CC(=O)NC2CCCCC2)CC1	1
Cc1ccc(/C(=N/O)c2ccc(O)cc2O)cc1	25
COc1ccc(NC2=C(C(=O)N3CCOCC3)S(=O)(=O)c3ccccc32)cc1	-8
C[C@H](NC(=O)Cc1n[nH]c(=O)c2ccccc12)C(=O)N1CCN(c2ccccc2)CC1	0
CCOc1ccc(NC(=O)C(C)Oc2ccc(F)cc2)c2cccnc12 (centres undefined)	27
COc1ccc(CCNC(=O)CSCc2cnn(-c3ccccc3)c2-n2cccc2)cc1OC	1
Cc1ccc(-n2ccc(C=O)c2)c(C)c1	10
NC1CCN(c2nc(-c3ccc(Br)cc3)cs2)CC1	-8
Cc1ccccc1[C@H](NC1c2ccccc2C=Cc2ccccc21)P(=O)(c1ccccc1)c1ccccc1	2
COc1cc2c(cc1OC)C(C)N(CC(=O)Nc1ccc(C)cc1)CC2 (centres undefined)	25
Cc1cccc(C)c1NC1=NS(=O)(=O)c2ccccc21	-2
CCCSc1nc2c(c(=O)[nH]c(=O)n2C)n1CC(O)COc1ccc(Cl)cc1 (centres undefined)	0
CCCCCCCCCCCC(=O)N/N=C/C1CCCCC1	-2
O=C1NC[C@H](CCCCN2C[C@@H](Cc3ccccc3)N(Cc3ccccc3)C(=O)C2=O)N(CCC2CCCCC2)C1=O	-6
Nc1nc(Cl)nc(Nc2ccc(F)cc2)c1[N+](=O)[O-]	0
COC(=O)c1cccc(NC(=O)C2CC(=O)Nc3cc(F)ccc32)c1 (centres undefined)	8
Cc1ccc(S(=O)(=O)NCCO)cc1	11
CC(Oc1ccc(Cl)cc1Cl)C(=O)N1CCN(C(=O)c2ccco2)CC1 (centres undefined)	2

(next part)
structure	LDHA inh
CN1CCN(C(=O)c2cn(C)c3ccccc23)C(c2ccccc2)C1 (centres undefined)	-15
O=C(CCc1nc2ccccc2n1-c1ccccc1)NCc1ccccc1F	-12
Cc1cccc(C)c1-n1nnnc1C(c1ccnc2ccccc12)N(C)Cc1ccccc1 (centres undefined)	-5
N#Cc1nc(Nc2ccc(F)cc2)nc(NC2CCCC2)n1	-12
Cc1ccccc1OCC(=O)NCc1ccc(CS(N)(=O)=O)cc1	5
O=C(CSc1nccn1-c1cccc(C(F)(F)F)c1)Nc1ccc2c(c1)OCO2	4

Not all compounds are listed, so the mix of outcomes need not match the whole.
